HBB splicing = qHTS Assay for Modulators of Hemoglobin Beta Chain Splicing; Potency, µM (series often up to 46.1 µM), for the others: at the highest dose activation, hits mostly activators; AID 925, 2007; HBB splicing reporter cell assay, activation; EGFP reporter with mutant IVS2-654 intron; response scale: normalised to 500 nM splice-correcting PNA; 65,000 compounds, 0.06% hits; also: potency is read from the fitted curve at half-maximal effect; 0% is about no effect
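Compounds were applied for 2 days to HeLa EGFP-654 cells, 500/well in Optimem with 2% FCS. The reporter's EGFP is disrupted by mis-splicing of beta-globin intron IVS2-654. Readout: summed well GFP fluorescence from 488 nm laser scanning; reference was 500 nM antisense […] 654 PNA.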
Rhodamine fluor = qHTS Assay for Spectroscopic Profiling in Rhodamine Spectral Region; 59,000 compounds, 0.05% hits; Rhodamine-region fluorescence, 547/598 nm, Tris buffer; hits give high values; max dye-equivalent concentration, M; in the data active = max dye-equivalent concentration above about 11 nM; inconclusive = between about 1.1 nM and that limit
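Compound fluorescence in 100 mM Tris, pH 8.0, read after 15 min at room temperature with 547 nm excitation and 598 nm emission. Output is dye-equivalent concentration from an on-plate rhodamine standard series.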
Hsp90 Hop PPI = qHTS Assay for Disrupters of an Hsp90 Co-Chaperone Interaction | Hsp90 C-terminal peptide / TPR2A (Hop) interaction, human | AlphaScreen TPR2A-His6 binding biotin-Hsp90 C-terminal peptide | Potency, µM (doses to about 57 µM), without a hit: at the highest dose activity change, negative = inhibition | 71,000 compounds, 0.44% hits | AID 595, 2007; active = well fitted curve in either direction with a large enough effect; inconclusive = small, poorly fitted or top-dose-only effect, or another doubt; also: potency is read from the fitted curve at half-maximal effect; % is scaled to controls: 0 for no effect and ±100 for the full control effect; many of its hits are not listed in these tables
ALOX15 inhib = qHTS Assay for Inhibitors of 15-hLO (15-human lipoxygenase) | Polyunsaturated fatty acid lipoxygenase ALOX15 (Homo sapiens), P16050 | Potency, µM (titrated, usually from 57.1 µM), without a hit: top-dose activity change, negative = inhibition, hits mostly inhibitors | 74,000 compounds, 1.4% hits | purified 15hLO-1, xylenol orange hydroperoxide absorbance; also: potency is read from the fitted curve at half-maximal effect; % is scaled to controls: 0 for no effect and ±100 for the full control effect; nearly all actives have a fitted effect of over 55% in size
Target sequence (P16050 whole entry, looked up): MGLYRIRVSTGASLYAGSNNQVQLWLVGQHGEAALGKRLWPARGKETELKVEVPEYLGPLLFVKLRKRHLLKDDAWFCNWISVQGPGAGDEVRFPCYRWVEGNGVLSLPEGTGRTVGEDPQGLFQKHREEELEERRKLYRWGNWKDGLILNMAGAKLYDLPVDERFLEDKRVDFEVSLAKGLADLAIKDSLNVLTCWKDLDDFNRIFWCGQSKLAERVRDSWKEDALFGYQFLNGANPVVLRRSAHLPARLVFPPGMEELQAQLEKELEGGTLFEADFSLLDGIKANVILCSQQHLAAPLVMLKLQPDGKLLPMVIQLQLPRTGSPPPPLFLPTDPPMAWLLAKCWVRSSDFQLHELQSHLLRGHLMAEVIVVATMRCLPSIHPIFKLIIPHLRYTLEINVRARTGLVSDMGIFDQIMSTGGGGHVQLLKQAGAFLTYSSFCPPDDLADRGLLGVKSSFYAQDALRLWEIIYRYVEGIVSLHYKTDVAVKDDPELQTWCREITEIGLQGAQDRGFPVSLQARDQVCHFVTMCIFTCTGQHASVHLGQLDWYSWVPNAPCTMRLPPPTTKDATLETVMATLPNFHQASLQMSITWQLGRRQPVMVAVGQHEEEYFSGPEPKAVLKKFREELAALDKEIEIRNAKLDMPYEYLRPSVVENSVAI
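Compounds were preincubated 15 min at room temperature with 40 nM purified human enzyme (25 mM Hepes pH 7.5, 0.01% Triton X-100); 50 uM arachidonic acid reacted 6 min. Fe-xylenol orange detection, 30 min, absorbance ratio 573/405 nm.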
Pol III holo inh = qHTS Assay for Inhibitors of DNA Polymerase III Holoenzyme System; reconstituted DNA polymerase III holoenzyme replication, biochemical; Potency, µM (series often up to 57.1 µM), inactives show at the highest dose activity change, negative = inhibition; 71,000 compounds, 0.25% hits; also: potency is read from the fitted curve at half-maximal effect; % is scaled to controls: 0 for no effect and ±100 for the full control effect
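Reconstituted *E. coli* holoenzyme (0.35 nM Pol III, 1 nM beta, 154 nM SSB, 2 nM primase) was preincubated with compound for 15 min at RT. Synthesis on 1.4 nM ssM13Gori ran 35 min, then was stopped with PicoGreen/EDTA and read as dsDNA fluorescence.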
Fluorescein fluor = qHTS Assay for Spectroscopic Profiling in Fluorescein Spectral Region | Compound autofluorescence, 480/540 nm, fluorescein-equivalent; hits give high values | max fluorescein-equivalent concentration, M | 59,000 compounds, 0.91% hits | AID 593, 2007; in the data active = max fluorescein-equivalent concentration above about 10 nM; inconclusive = between about 1.1 nM and that limit
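Each compound is tested across a concentration series in 100 mM Tris buffer at pH 8.0. After 15 min at room temperature, plates are imaged with 480 nm excitation and 540 nm emission filters, and intensities are converted to fluorescein-equivalent values.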
4MU fluor = qHTS Assay for Spectroscopic Profiling in 4-MU Spectral Region | compound autofluorescence, 340/450 nm, 4-MU equivalents; hits give high values | max dye-equivalent concentration, M | 59,000 compounds, 11% hits | AID 589, 2007; in the data active = max dye-equivalent concentration above about 10 nM; inconclusive = mostly about 1.1 nM to 9.6 nM
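Compounds in 100 mM Tris, pH 8.0, incubated 15 min at room temperature, then fluorescence read at 340 nm excitation/450 nm emission. Signal converted to 4-MU dye-equivalent concentration using an on-plate six-point 4-MU standard curve.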
Epigenetic mod = qHTS Assay for Epigenetic Modulators | 68,000 compounds, 0.09% hits | AID 597, 2007 | mouse C127i GFP locus derepression, cytometry, 30 h | Potency, µM (titrated, usually from 46.1 µM), without a hit: at the top dose GFP derepression (activation); also: % of control where 0% means no effect
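Read-out is the number of GFP-positive cells, scored as fluorescent objects 20 to 120 um wide, reflecting derepression of a silenced CMV-GFP reporter in murine C127i cells after 30 h compound exposure at 37 C.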
TexasRed autofl = qHTS Assay for Spectroscopic Profiling in Texas Red Spectral Region; Compound fluorescence, Texas Red channel, 547/618 nm; hits give high values; max dye-equivalent concentration, M; 59,000 compounds, 0.06% hits; in the data active = max dye-equivalent concentration above about 10 nM; inconclusive = between about 1.1 nM and that limit
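qHTS profiling of intrinsic compound fluorescence; 100 mM Tris pH 8.0; 15 min RT; ex 547 / em 618 nm; response expressed as Texas Red dye-equivalent concentration from six-point plate standard.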
HADH2 inhib = qHTS Assay for Inhibitors of HADH2 (Hydroxyacyl-Coenzyme A Dehydrogenase, Type II). 3-hydroxyacyl-CoA dehydrogenase type-2 (Homo sapiens), Q99714. AID 886, 2007. 73,000 compounds, 3.4% hits. recombinant HADH2, NADH fluorescence, beta-hydroxybutyryl-CoA. Potency, µM (series often up to 57.1 µM), inactives show at the highest dose activity change, negative = inhibition, most hits filed as inhibitors; also: potency is read from the fitted curve at half-maximal effect; % is scaled to controls: 0 for no effect and ±100 for the full control effect; nearly all actives have a fitted effect of over 60% in size; many of its hits are not listed in these tables
Target sequence (Q99714 whole entry, looked up, one chain of several): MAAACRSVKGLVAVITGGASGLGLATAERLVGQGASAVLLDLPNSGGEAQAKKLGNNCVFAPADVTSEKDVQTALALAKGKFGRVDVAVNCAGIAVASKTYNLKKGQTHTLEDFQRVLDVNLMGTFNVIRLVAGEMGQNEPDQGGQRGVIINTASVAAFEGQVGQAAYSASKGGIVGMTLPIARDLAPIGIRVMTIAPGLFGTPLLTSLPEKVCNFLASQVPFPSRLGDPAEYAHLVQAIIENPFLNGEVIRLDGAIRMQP
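NADH fluorescence (ex 360/em 450 nm) read every 30 s for 4 min; activity taken as last-minus-first time point difference. Enzyme 20 nM, NAD+ 1 mM, beta-hydroxybutyryl-CoA 90 uM, pH 9.0 Tris buffer.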
Ub-GFP proteasome = Ubiquitin-GFP Assay; Ubiquitin-GFP reporter cells, proteasome inhibition, GFP fluorescence; response scale: untreated = 0%, 10 µM MG-132 = 100%; Potency, µM (series often up to 45.9 µM), without a hit: at the top dose activation (GFP accumulation), most hits filed as activators; 67,000 tested, under 10 active; active = well fitted activation curve with a large enough effect, not every such curve was filed as active; inconclusive = small, poorly fitted or top-dose-only effect, or another doubt; inactive = no such curve, though single readings can be large or run the other way; also: potency is read from the fitted curve at half-maximal effect
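GFP accumulation read-out: laser plate cytometry counting ubiquitin(G76V)-GFP-expressing U2OS cells after 4 hr compound exposure at 37 °C. Titrations spanned 46 uM to 2.9 nM; 0% = basal, 100% = 10 uM MG-132; concentration-response curves fitted.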
Active calls of the source: *; i = inactive; ? = inconclusive; . = not tested or not shown; [ ] = remark or other dose. Unless noted, calls follow the shape of the dose curve; as a rule, active = well fitted curve in the direction sought with a large enough effect; inconclusive = small, poorly fitted or top-dose-only effect, or another doubt; inactive = no such curve, though single readings can be large; an effect the other way counts as inactive or inconclusive. This is a subset; rates above refer to the full screens.

Start of the listing, in advance:
SMILES	HBB splicing	Rhodamine fluor	Hsp90 Hop PPI	ALOX15 inhib	Pol III holo inh	Fluorescein fluor	4MU fluor	Epigenetic mod	TexasRed autofl	HADH2 inhib	Ub-GFP proteasome
O=C(c1ccncc1)N1CCC[C@@]2(CCN(c3ccncc3)C2)C1	-0.2%	i	0%	10%	-5%	i	i	0%[9.22 µM]	i	7%	7%
O=C(c1ccco1)N1CCN(C(=O)C2CCCO2)CC1 (stereo unspecified)	1.4%	i	-3%	1%	-7%	i	i	-3%	i	-3%	0%
COc1ccc(CCNC(=O)Cn2cnc3c(cnn3-c3ccccc3Cl)c2=O)cc1OC	.	i	-2%	-1%	-4%	i	i	1%	i	6%	-3%
O=C(Nc1nccs1)c1cc(N2CCOCC2)nc2ccccc12	0.3%	i	27%	-9%	1%	?	1e-08M*	-2%	i	-4%	6%

The listing, from the start:
SMILES	HBB splicing	Rhodamine fluor	Hsp90 Hop PPI	ALOX15 inhib	Pol III holo inh	Fluorescein fluor	4MU fluor	Epigenetic mod	TexasRed autofl	HADH2 inhib	Ub-GFP proteasome
O=C(c1ccncc1)N1CCC[C@@]2(CCN(c3ccncc3)C2)C1	-0.2%	i	0%	10%	-5%	i	i	0%[9.22 µM]	i	7%	7%
O=C(c1ccco1)N1CCN(C(=O)C2CCCO2)CC1 (stereo unspecified)	1.4%	i	-3%	1%	-7%	i	i	-3%	i	-3%	0%
COc1ccc(CCNC(=O)Cn2cnc3c(cnn3-c3ccccc3Cl)c2=O)cc1OC	.	i	-2%	-1%	-4%	i	i	1%	i	6%	-3%
O=C(Nc1nccs1)c1cc(N2CCOCC2)nc2ccccc12	0.3%	i	27%	-9%	1%	?	1e-08M*	-2%	i	-4%	6%
COc1ccc(-c2nc(N)c3ncn([C@H]4O[C@@H](CO)[C@@H](O)[C@@H]4O)c3n2)cc1	1.4%[9.22 µM]	i	-4%[11 µM]	-10%[11.4 µM]	-8%[11.4 µM]	?	i	8%[9.22 µM]	i	8%[11.4 µM]	-8%[9.17 µM]
Cc1nnc2sc(-c3cccc(NC(=O)c4ccc(-c5cccc(Cl)c5)o4)c3)nn12	-1.2%	i	-5%	2%	-1%	i	2e-08M*	21%	i	7.9µM*	-7%
Oc1ccccc1C1=Nc2ccccc2N=C(c2ccco2)C1	1.9%	i	-2%	-17%	-1%	?	i	22%	i	-5%	3%
Cc1ccc(NC(=O)c2cc(NC(=O)C3CC=CCC3C(=O)O)ccc2N2CCOCC2)cc1 (stereo unspecified)	0.9%	.	0%	0%	-1%	.	.	-4%	.	-7%	-9%
c1ccc(-c2noc(-c3ccc4c(c3)OCO4)n2)nc1	-0.3%	i	-5%	-15%	-6%	i	i	3%	i	-24%	2%
O=C(c1ccccc1)N1CCN(C2CCCCCC2)CC1	-1.6%	i	-4%	-4%	0%	?	i	-2%	i	0%	4%
COCCNC(=O)C(C)Oc1ccc(Cl)cc1Cl (stereo unspecified)	0.8%[0.0738 µM]	.	-2%[11 µM]	-3%[11.4 µM]	-8%[11.4 µM]	.	.	3%	.	3%[11.4 µM]	3%[9.17 µM]
O=C(Cn1nnc2c(cnn2-c2ccc(F)cc2)c1=O)c1ccccc1F	.	i	0%	-2%	-5%	i	6.8e-08M*	-1%	i	-1%	-1%
Cc1ccccc1CSc1nc2n(n1)C(c1cccs1)C1=C(CCCC1=O)N2 (stereo unspecified)	-0.7%	i	-7%	-1%	1%	i	2.7e-08M*	0%	i	25µM*	-1%
COc1ccc(C2=NOC(C(=O)NC(C)C)C2)cc1 (stereo unspecified)	0.0%	i	-5%	1%	-4%	i	i	0%	i	1%	10%
Cc1cc(N2CCN(c3ccccc3)CC2)n2c(n1)nc1ccccc12	1.3%[57.5 µM]	i	2%	8%	-2%	i	3.1e-08M*	-1%	?	7%	-1%
CCOC(=O)N1CCN(C(=O)c2ccc3nc4ccc(Cl)cc4c(=O)n3c2)CC1	4.3%	i	4%	-5%	-3%	?	4.5e-07M*	5%	i	?	17%
COc1ccc(C)cc1NC(=O)CSc1nnnn1Cc1ccccc1	-2.7%	i	-3%	6%	-1%	?	i	-1%	i	-3%	8%
C=CCn1c(SCc2cc(=O)n3ccsc3n2)nc2scc(C3CC3)c2c1=O	-0.9%	i	-6%	-27%	-2%	?	i	3%	?	-5%	5%
Cc1ccc(CC2CC(=O)N(c3ccncc3)C2=O)cc1 (stereo unspecified)	.	i	-2%	14%	-2%	?	i	2%	i	4%	-3%
c1ccc(-c2cccc(N3CC4(CCNCC4)C3)c2)cc1	0.9%	i	?	-3%	2%	?	i	0%[9.22 µM]	i	-17%	0%
O=C(OCc1c(Cl)nc2sccn12)c1cc2c(s1)CCCC2	-0.4%	i	?	9%	0%	?	i	2%	i	10%	5%
Cc1cc(C)nc(N2CCCC(C(=O)Nc3cc(F)ccc3C)C2)n1 (stereo unspecified)	-2.3%	i	0%	1%	-1%	?	i	-1%	i	18%	2%
CCCCN1C(=O)C2C(C(=O)Nc3cccc(OC)c3)C3C=CC2(O3)C1C(=O)NC1CCCCC1C (stereo unspecified)	0.0%	i	-8%	-10%	-1%	i	i	2%	i	4%	2%
CCN(CC)S(=O)(=O)c1cc(C)c(C)cc1Br	0.5%	i	3%	-19%	-3%	i	i	0%	i	-12%	3%
CCOC(=O)c1c(C)nc(-c2ccccc2)nc1NC(=O)C(C)C	0.7%	i	8%	-2%	-15%	i	?	-3%	i	1%	-5%
Next entries
SMILES	HBB splicing	Rhodamine fluor	Hsp90 Hop PPI	ALOX15 inhib	Pol III holo inh	Fluorescein fluor	4MU fluor	Epigenetic mod	TexasRed autofl	HADH2 inhib	Ub-GFP proteasome
CC(C)(Oc1ccc(-c2ccco2)cc1)C(=O)O	0.5%	.	-1%	2%	-3%	.	.	0%	.	1%	22%
COCCCn1c(-c2ccccc2)nc2ccccc2c1=O	-1.8%	.	-4%	12%	-3%	.	.	-4%	.	-7%	-9%
CCCCOC(=O)c1cc(=O)[nH]c2ccccc12	9.5%[0.369 µM]	i	-5%	-5%	1%	i	3.8e-08M*	2%	i	4%	-6%
Cc1ccnc(N(C(=O)c2cccs2)C(=O)c2cccs2)c1	0.3%	i	-7%	-4%	-2%	i	1.4e-08M*	2%	i	-9%	3%
O=C(Nc1ccc(Nc2ccccc2)cc1)N1CCOCC1	3.0%	i	-8%	0%	-6%	i	5.9e-08M*	0%	i	8%	4%
Cc1cc(O)c(NC(=O)c2ccc(Br)o2)cc1C	-1.7%[0.0738 µM]	.	-4%[11 µM]	-21%[11.4 µM]	-16%[11.4 µM]	.	.	-2%	.	-7%[11.4 µM]	18%[9.17 µM]
CCOC(=O)c1c(NC(=O)CN2CCOCC2)sc2c1CC(C)(C)OC2	.	i	.	.	.	i	i	5%[20.6 µM]	i	.	.
O=C(NCC1CCCO1)c1ccc2c(c1)C(=O)N(C1CCCCC1)C2=O (stereo unspecified)	-4.0%	.	-3%	-5%	1%	.	.	8%	.	0%	5%
O=c1cc(CN2CCOCC2)c2c(ccc3ccccc32)o1	-1.8%	i	-5%	3%	-3%	i	i	3%	i	-1%	0%
O=c1nc(-c2ccccc2)cn[nH]1	-3.4%[57.5 µM]	i	-5%	-5%	-5%	i	i	0%	i	-10%	-2%
Cc1ccc(-c2nc3cc(N)ccc3o2)c(C)c1	-0.8%	i	-3%	-3%	-13%	i	i	-2%	?	0%	-5%
CCN(CC(=O)Nc1ccc2c(c1)OCO2)Cc1nc2ccccc2c(=O)[nH]1	0.2%[57.5 µM]	i	-4%	21%	2%	i	i	-4%	i	-11%	2%
Clc1ccccc1OCc1nn2c(-c3ccncc3)nnc2s1	-0.9%	i	0%	?	-14%	i	i	5%	i	?	4%
O=C(OCc1cc2ccccc2[nH]c1=O)c1ccccn1	0.9%[57.5 µM]	i	-7%	9%	-5%	i	?	4%	?	-7%	-1%
O=C(NC1CCCCC1)N1CCc2[nH]c3ccccc3c2C1	0.8%[0.369 µM]	i	-4%	-19%	-2%	i	i	2%	i	9%	-3%

Screening results from PubChem BioAssay.
